Screening results deposited in PubChem by several laboratories.
FBA Mtb inh = inhibitors of M. tuberculosis fructose-bisphosphate aldolase; inhibition, % at 1 µM; P9WQA3; AID 588726; 2.3% of 360,000 active; purified M. tuberculosis FBA, fluorescence read-out; in the data active = inhibition above about 27%;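 note: 0% = vehicle and 100% = reference inhibitor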
Target sequence (P9WQA3 whole entry, looked up): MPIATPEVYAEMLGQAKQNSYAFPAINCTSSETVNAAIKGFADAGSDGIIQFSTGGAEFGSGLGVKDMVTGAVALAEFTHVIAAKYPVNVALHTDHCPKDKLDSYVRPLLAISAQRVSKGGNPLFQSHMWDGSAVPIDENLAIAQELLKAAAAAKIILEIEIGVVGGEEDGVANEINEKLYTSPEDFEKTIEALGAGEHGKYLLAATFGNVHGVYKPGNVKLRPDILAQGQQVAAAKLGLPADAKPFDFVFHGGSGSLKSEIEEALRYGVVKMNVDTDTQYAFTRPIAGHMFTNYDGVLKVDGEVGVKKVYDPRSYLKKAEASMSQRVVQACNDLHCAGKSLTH
BioA inh = inhibitors of Mycobacterium tuberculosis BioA enzyme; 0.096% of 360,000 active; inhibition, % at 9.99 µM; purified M. tuberculosis BioA enzyme, plate reader; AID 602481; in the data active = inhibition above about 40%; inconclusive = no clear call, values can overlap the other calls
Mtb UGM inh = inhibitors of M. tuberculosis UDP-galactopyranose mutase. inhibition, % at 10 µM. purified UGM, fluorescence polarization probe displacement. AID 504406. P9WIQ1. 0.06% of 320,000 active; in the data active = inhibition above about 10%, passing the limit was not always enough; inconclusive = no clear call, values can overlap the other calls
Target sequence (P9WIQ1 whole entry, looked up): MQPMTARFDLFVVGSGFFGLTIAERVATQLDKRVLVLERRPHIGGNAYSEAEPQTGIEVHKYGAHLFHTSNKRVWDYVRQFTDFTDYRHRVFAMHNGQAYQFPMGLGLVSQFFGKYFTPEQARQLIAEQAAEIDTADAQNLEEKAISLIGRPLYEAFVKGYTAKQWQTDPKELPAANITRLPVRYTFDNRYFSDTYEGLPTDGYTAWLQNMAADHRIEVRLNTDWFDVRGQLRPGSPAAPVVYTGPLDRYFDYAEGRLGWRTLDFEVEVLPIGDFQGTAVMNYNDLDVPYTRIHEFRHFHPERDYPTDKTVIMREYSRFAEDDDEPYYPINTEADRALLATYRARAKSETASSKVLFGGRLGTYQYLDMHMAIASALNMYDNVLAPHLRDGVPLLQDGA
BoNT A protease = blocks Botulinum neurotoxin A light chain protease. multiplex microsphere protease substrate cleavage, flow cytometry. inhibition, % at 10 µM. 0.17% of 360,000 active. AID 588499; in the data active = inhibition above about 30%; inconclusive = no clear call, values can overlap the other calls; note: plate controls were buffer without enzyme for full effect and enzyme alone for no effect
BoNT-F LC inh = blocks Botulinum neurotoxin F light chain protease; Multiplex microsphere protease cleavage assay, flow cytometry; inhibition, % at 10 µM; 0.22% of 360,000 active; in the data active = inhibition above about 35%, passing the limit was not always enough; inconclusive = no clear call, values can overlap the other calls; note: plate controls were buffer without enzyme for full effect and enzyme alone for no effect
PrPC surface inh = reduces human prion protein on the cell surface | P04156 | cell surface PrPC, TR-FRET read-out | inhibition, % at 13.8 µM | 0.43% of 370,000 active | AID 720596; in the data active = inhibition above about 24%; note: 0% = median of the test wells and 100% = reference compound wells
FadD28 binding = blocks FadD28 binding to the bisubstrate probe; fluorescence polarization; inhibition, % at 12.5 µM; 0.22% of 360,000 active; AID 588549; in the data active = inhibition above about 8.5%, passing the limit was not always enough; inconclusive = no clear call, values can overlap the other calls
GDH-TPI inh = GDH-TPI coupled enzyme inhibition counter-screen. GDH-TPI coupled enzyme counterscreen, NADH absorbance. inhibition, % at 4.8 µM. 1.2% of 360,000 active;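 note: 0% = DMSO wells and 100% = wells lacking the enzyme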
CCHFV vOTU inh = blocks the CCHF virus ovarian tumor domain protease; CCHFV vOTU protease, Pep-AMC fluorescence; inhibition, % at 11.5 µM; 0.55% of 370,000 active; AID 651958; note: 0% = vehicle wells with enzyme and 100% = no enzyme wells
* marks the source's active call; other numbers are inactive results; ? = inconclusive; . = not tested or not shown. Cut-off read from the data, not from the text of the source, unless noted: active = inhibition above about 30%; inactive = the rest.

SMILES	FBA Mtb inh	BioA inh	Mtb UGM inh	BoNT A protease	BoNT-F LC inh	PrPC surface inh	FadD28 binding	GDH-TPI inh	CCHFV vOTU inh
CCSc1cc(C2C(C(=O)OC)=C(C)NC3=C2C(=O)CCC3)c(C)o1 (configuration not stated)	-2	0.0	2.4	0.3	1	-3	-2.6	3	4
Cc1cc(C)n(CC(=O)N2CCCC(C(=O)c3cccc(OC(C)C)c3)C2)n1 (configuration not stated)	0	-0.7	1.8	-0.5	-4	-3	-0.7	4	2
Cc1ccc(NC(=O)CN(c2ccc(Cl)cc2)S(=O)(=O)c2cc([N+](=O)[O-])ccc2Cl)cc1	0	.	1.9	-0.3	-3	5	-1.0	14	2
Cc1ccc2c(c1)N(CC(=O)N1CCCCC1)C(=O)C(C)O2 (configuration not stated)	1	-3.9	-1.3	2.5	-1	0	0.3	4	1
Cc1cccc(S(=O)(=O)Nc2nc3ccccc3nc2NCc2ccco2)c1	8	7.6	4.1	0.0	8	4	1.5	21	9
O=c1[nH]cnc2c1ncn2C1CCC(CO)O1 (configuration not stated)	-1	.	.	0.2	-2	7	0.8	.	6
CCOC(=O)/C(=C\c1cccnc1)C(=O)c1cc(C(C)=O)c(Nc2ccccc2)s1	2	-1.0	-1.1	-0.3	8	.	-2.6	14	.
O=C(CO/N=C/c1ccc(OC(F)F)cc1)NCc1cccs1	1	-0.1	1.2	-0.8	-5	6	-2.7	-2	2
CCCCCn1c(=O)[nH]c2cc(C(=O)NCCCN3CCCCC3C)ccc2c1=O (configuration not stated)	114*	-1.3	1.0	-0.2	-2	-6	-4.0	-3	-7
COc1cc2c(C#CCCCO)c(-c3ccsc3)oc(=O)c2cc1OC	1	-0.2	-1.2	0.4	2	-10	-4.5	21	5
O=C(NC1CCC1)C1CCC(=O)N(Cc2cccc(F)c2)C1 (configuration not stated)	2	0.1	3.5	-0.8	-8	9	-1.8	3	10
Cc1sc2ncnc(N3CCC(C(=O)Nc4ccc(Br)cc4Br)CC3)c2c1C	3	-0.8	2.0	?	?	7	1.1	-2	-7
COc1ccc(N=C2SC(CC(=O)Nc3ccc(F)cc3)C(=O)N2Cc2ccco2)cc1 (configuration not stated)	-2	0.0	-0.6	-0.5	0	10	-4.2	-3	3
Cc1cc(NC(=O)C(C)SCC(=O)Nc2cccc(S(=O)(=O)N3CCCCCC3)c2)no1 (configuration not stated)	2	0.1	.	-0.6	7	5	-1.0	7	5
CCOc1ccc2nc(NC(=O)CSc3nc4c(c(=O)n(C)c(=O)n4C)n3C(C)C)sc2c1	-1	0.1	-0.6	-0.5	4	-3	-1.7	3	9
Cc1nn(C)c(C)c1NC(=O)CSc1nc(-c2ccccc2Cl)nc2c1cnn2-c1ccccc1	1	0.5	2.5	-0.2	-7	-2	-2.8	-2	3
O=C1Nc2c(c(=O)[nH]c(=O)n2-c2ccccc2F)C(C(F)(F)F)(C(F)(F)F)N1	-1	-2.9	-1.2	1.3	6	2	-1.5	2	11
N/C(=N\OC(=O)c1cc(Br)ccc1Cl)c1cccnc1	1	.	0.6	0.2	2	4	-1.3	3	-15
CN(C)CCCn1c2c(c(SCC(=O)Nc3ccc4c(c3)OCO4)nc1=O)CCCC2	2	5.0	2.2	1.3	-4	0	0.4	-2	4
Fc1ccc(N2Cc3ccccc3-n3nncc3C2)cc1	-3	-2.7	.	0.1	2	-4	-2.9	.	-6
CC(C)(C)OC(=O)N1CCN(c2ccc(NC(=O)Cn3nnc(-c4ccccc4)n3)cc2)CC1	-1	-2.5	2.5	0.7	-56	1	-5.1	-6	7
COc1ccc(-c2nnc(Nc3nc4c(OC)cccc4s3)o2)c(OC)c1	60*	-0.8	0.1	1.1	7	18	2.3	69*	11
COC(=O)c1ccc(NC(=O)COC(=O)C2=NN(c3ccccc3)C(=O)CC2)cc1	0	0.5	-6.3	-3.8	?	0	-1.8	-1	-5
COc1ccc(Cc2c(-c3cccc(Br)c3)nc3cc(C)c(Br)c(C)n23)c(C)c1	.	.	.	0.9	5	0	.	.	1
CN1C(=O)/C(=C\c2ccncc2)SC1=Nc1ccccc1	4	.	-1.1	-0.3	-6	0	-2.1	14	-12

Arranged by formula weight (largest number first): some entries from above.
SMILES	FBA Mtb inh	BioA inh	Mtb UGM inh	BoNT A protease	BoNT-F LC inh	PrPC surface inh	FadD28 binding	GDH-TPI inh	CCHFV vOTU inh
CCOc1ccc2nc(NC(=O)CSc3nc4c(c(=O)n(C)c(=O)n4C)n3C(C)C)sc2c1	-1	0.1	-0.6	-0.5	4	-3	-1.7	3	9
COc1ccc(N=C2SC(CC(=O)Nc3ccc(F)cc3)C(=O)N2Cc2ccco2)cc1 (configuration not stated)	-2	0.0	-0.6	-0.5	0	10	-4.2	-3	3
COc1cc2c(C#CCCCO)c(-c3ccsc3)oc(=O)c2cc1OC	1	-0.2	-1.2	0.4	2	-10	-4.5	21	5
O=C(NC1CCC1)C1CCC(=O)N(Cc2cccc(F)c2)C1 (configuration not stated)	2	0.1	3.5	-0.8	-8	9	-1.8	3	10

Returning to the listing, starting three compounds before the break.
SMILES	FBA Mtb inh	BioA inh	Mtb UGM inh	BoNT A protease	BoNT-F LC inh	PrPC surface inh	FadD28 binding	GDH-TPI inh	CCHFV vOTU inh
COC(=O)c1ccc(NC(=O)COC(=O)C2=NN(c3ccccc3)C(=O)CC2)cc1	0	0.5	-6.3	-3.8	?	0	-1.8	-1	-5
COc1ccc(Cc2c(-c3cccc(Br)c3)nc3cc(C)c(Br)c(C)n23)c(C)c1	.	.	.	0.9	5	0	.	.	1
CN1C(=O)/C(=C\c2ccncc2)SC1=Nc1ccccc1	4	.	-1.1	-0.3	-6	0	-2.1	14	-12
O=C(O)C1CCN(C(=O)c2ccccc2Cl)CC1	-2	-0.9	2.0	0.3	0	-7	0.2	-6	-6
Cc1ccc(N=Cc2cc(Cc3ccccc3Cl)cc([N+](=O)[O-])c2O)c(O)c1	-11	.	5.0	0.0	-10	.	2.0	7	.
CC1CCN(c2cc(N(C)CCO)c([N+](=O)[O-])c3nonc23)CC1	-29	2.9	-5.5	-1.2	-6	-25	-3.7	14	18
CCOc1ncccc1C(=O)Nc1cccc(-c2nnc3n2CCCCC3)c1	2	0.3	-0.2	-0.9	-3	2	0.2	4	2
Cc1ccc(S(=O)(=O)NC(=O)Nc2nccs2)cc1	2	-2.1	3.2	1.6	-8	-5	-1.5	-3	5
CCc1ccc(NC(=O)CN2C(=O)CC(C)S(=O)(=O)c3ccccc32)cc1 (configuration not stated)	-10	0.4	-1.1	-0.3	4	-34	-4.3	-7	-5
CCc1cccc(C)c1NC(=O)COC(=O)CNS(=O)(=O)/C=C/c1ccccc1	2	.	1.7	-0.7	1	8	-1.4	9	-4
O=C(NNC(=S)NC(=O)c1ccccc1[N+](=O)[O-])c1ccccc1[N+](=O)[O-]	-3	-0.8	-0.4	1.5	12	-20	-2.6	3	2
COCCCNC(=O)CC(NS(=O)(=O)c1ccc(OC)cc1)c1ccc(OC)cc1 (configuration not stated)	0	.	-2.6	0.4	-2	4	-1.0	-5	4
C1CCN(Cc2nnnn2CC2CCCO2)CC1 (configuration not stated)	-5	-1.4	-1.3	0.7	2	8	-3.7	-2	7
COc1cc(NC(=O)COc2ccc(Cl)cc2)ccc1NC(=O)C(C)C	0	.	0.5	1.2	-3	.	-1.4	2	.
CC(C)Oc1ccc(C(=O)NCCCNC(=O)c2ccccn2)cc1	-2	0.2	1.3	0.7	-17	4	-3.1	-7	1
Cc1cnc(NC(=O)C2CCC(C(C)(C)C)CC2)s1 (configuration not stated)	2	-1.5	3.0	-0.2	-1	5	.	10	-5
CN(C(=O)COC(=O)CCCN1C(=O)c2cccc3cccc(c23)C1=O)C1CCS(=O)(=O)C1 (configuration not stated)	29*	-2.6	-2.5	1.9	7	-23	-3.6	13	-8
Cc1nnc(SCC(=O)N2CCOCC2)c2ccccc12	-1	-2.7	1.0	0.0	-3	-2	-1.3	9	-1
CN(C)CC1Oc2ccccc2OC1(O)c1ccccc1 (configuration not stated)	1	0.4	.	-2.1	29	6	-1.0	4	-21
CCCc1nnc2c(N(C)S(=O)(=O)c3ccc(C)cc3)nc3ccccc3n12	1	.	4.1	5.7	5	-1	-3.6	8	-9
Cc1nc2ccc(NC(=O)NCCCO)cc2s1	6	-0.4	0.4	0.4	1	4	-3.6	-12	4
COC(=O)c1ccc(NC(=O)CN2CCN(CCO)CC2)cc1	2	6.2	-1.0	-3.2	0	5	0.2	-3	-6
COc1ccccc1NC(=O)COC(=O)c1cc(C)n(C2CC2)c1C	3	-0.6	-1.0	-0.6	-9	1	-0.6	10	19
Cc1cccc(CNC(=O)C2CCC(=O)N(CCc3cccc(F)c3)C2)n1 (configuration not stated)	-2	-1.1	.	2.0	8	-4	-0.3	6	14
Cc1nc(C)c(C(=O)NNS(=O)(=O)c2ccccc2)s1	-1	-1.2	0.6	-0.6	-2	8	-2.7	-3	3
COCCCNC(=O)c1ccc2nc(Cc3ccc(OC)cc3)oc2c1	0	0.7	0.0	-1.8	12	7	-1.4	-1	-3
O=S(=O)(c1ccc(=S)[nH]c1)N1CCCCC1	0	0.2	1.7	-0.4	0	2	.	5	9
Cc1cc(OC(=O)c2ccco2)c2c3c(c(=O)oc2c1)CCC3	3	-2.4	-0.7	-0.2	-3	-6	-0.8	17	-11
SMILES	FBA Mtb inh	BioA inh	Mtb UGM inh	BoNT A protease	BoNT-F LC inh	PrPC surface inh	FadD28 binding	GDH-TPI inh	CCHFV vOTU inh
CCc1cc(C(=O)Nc2cc(S(=O)(=O)N(CC)CC)ccc2N2CCN(C)CC2)sc1C	4	0.1	1.2	1.1	-30	0	-0.8	-2	8
O=C(NN1C(=O)NC2(CCCCC2)C1=O)c1ccc(-c2ccc([N+](=O)[O-])cc2)o1	-2	-0.7	1.1	2.9	7	-29	-3.2	0	10
CC(=O)c1cccc(NC(=O)C(OC(=O)c2cccs2)c2ccccc2)c1 (configuration not stated)	6	.	1.7	0.5	2	3	-2.1	4	-6
CCc1nnc(NC(=O)c2cccc(S(=O)(=O)N(C)c3ccc(OC)cc3)c2)s1	3	.	-1.3	0.0	-3	4	-1.3	6	11
CCCCn1c(N)c(N(CCC(C)C)C(=O)COC(=O)c2ccccc2)c(=O)[nH]c1=O	-7	.	3.3	-0.4	-3	-6	-4.1	-4	-18
CN(C)CCCN(Cc1cc2cc3c(cc2[nH]c1=O)OCO3)C(=S)Nc1ccccc1	21	.	0.8	1.7	12	-10	-1.4	22	-25
Cc1ccccc1C(=O)N1CCC(C(=O)Nc2cc(C(F)(F)F)ccc2N2CCCC2)CC1	1	.	-1.2	.	.	2	-0.2	-1	10
C=CCNC(=S)N(Cc1ccccc1)Cc1ccc(F)cc1	1	.	-0.3	0.9	-3	-7	-3.9	-3	-15
O=C(CSc1nnc(COc2cccc3ccccc23)o1)N1CCN(C(=O)c2ccco2)CC1	2	-0.6	2.5	1.0	-2	-2	0.1	5	-10
CCSc1nnc(N(CCC#N)CCC#N)s1	-2	-1.2	1.0	1.9	12	0	-0.7	4	-7
CC(=O)N1CCN(C(=S)NC(=O)c2c(-c3ccccc3Cl)noc2C)CC1	-3	.	-1.7	-0.4	2	0	-1.6	-4	-2
COc1ccc(CN(C)CC(=O)Nc2ccccc2C(F)(F)F)c(OC)c1	-3	-0.9	6.1	-0.3	1	1	-4.2	-5	-5
COc1ccc(OCC(=O)NC2CC(C)(C)NC(C)(C)C2)cc1	0	0.8	0.4	-0.1	-1	-5	-5.7	-2	2
Cc1ccc(OCCNC(=O)C2CC(=O)N(c3ccc(C)cc3)C2)cc1 (configuration not stated)	1	-2.3	-2.0	0.9	-5	-2	-1.1	7	2
Cc1cc(C)cc(N2C(=O)c3nccnc3C2=O)c1	-1	-3.8	-2.0	2.6	14	6	-0.9	0	4
O=S(=O)(Nc1cc(F)ccc1F)c1cccc2nonc12	5	-1.5	-0.8	-0.2	4	-6	1.3	8	-1
O=[N+]([O-])c1ccc(COc2ccc(CN3CCOCC3)cc2)cc1	6	-3.4	.	-0.1	-3	-12	-1.0	11	-6
Cc1cccc(OCCCC(=O)NNC(=O)c2ccc(F)cc2)c1	8	-1.5	-0.7	0.3	1	7	-1.2	8	9
Cc1cc(C)nc(-n2nc(C)c(Sc3ccc(F)cc3)c2N)n1	-3	-0.5	3.2	-1.9	-9	6	-2.6	2	-5
